# Bioassay records (PubChem)
# NSD2 inh: blocks human histone methyltransferase NSD2. inhibition, % at 12.5 µM. hit rate 0.54% among 310,000. O96028. NSD2 peptide methylation, AlphaScreen, 120 min; in the data active = inhibition above about 50%
# Target sequence (O96028 whole entry, looked up): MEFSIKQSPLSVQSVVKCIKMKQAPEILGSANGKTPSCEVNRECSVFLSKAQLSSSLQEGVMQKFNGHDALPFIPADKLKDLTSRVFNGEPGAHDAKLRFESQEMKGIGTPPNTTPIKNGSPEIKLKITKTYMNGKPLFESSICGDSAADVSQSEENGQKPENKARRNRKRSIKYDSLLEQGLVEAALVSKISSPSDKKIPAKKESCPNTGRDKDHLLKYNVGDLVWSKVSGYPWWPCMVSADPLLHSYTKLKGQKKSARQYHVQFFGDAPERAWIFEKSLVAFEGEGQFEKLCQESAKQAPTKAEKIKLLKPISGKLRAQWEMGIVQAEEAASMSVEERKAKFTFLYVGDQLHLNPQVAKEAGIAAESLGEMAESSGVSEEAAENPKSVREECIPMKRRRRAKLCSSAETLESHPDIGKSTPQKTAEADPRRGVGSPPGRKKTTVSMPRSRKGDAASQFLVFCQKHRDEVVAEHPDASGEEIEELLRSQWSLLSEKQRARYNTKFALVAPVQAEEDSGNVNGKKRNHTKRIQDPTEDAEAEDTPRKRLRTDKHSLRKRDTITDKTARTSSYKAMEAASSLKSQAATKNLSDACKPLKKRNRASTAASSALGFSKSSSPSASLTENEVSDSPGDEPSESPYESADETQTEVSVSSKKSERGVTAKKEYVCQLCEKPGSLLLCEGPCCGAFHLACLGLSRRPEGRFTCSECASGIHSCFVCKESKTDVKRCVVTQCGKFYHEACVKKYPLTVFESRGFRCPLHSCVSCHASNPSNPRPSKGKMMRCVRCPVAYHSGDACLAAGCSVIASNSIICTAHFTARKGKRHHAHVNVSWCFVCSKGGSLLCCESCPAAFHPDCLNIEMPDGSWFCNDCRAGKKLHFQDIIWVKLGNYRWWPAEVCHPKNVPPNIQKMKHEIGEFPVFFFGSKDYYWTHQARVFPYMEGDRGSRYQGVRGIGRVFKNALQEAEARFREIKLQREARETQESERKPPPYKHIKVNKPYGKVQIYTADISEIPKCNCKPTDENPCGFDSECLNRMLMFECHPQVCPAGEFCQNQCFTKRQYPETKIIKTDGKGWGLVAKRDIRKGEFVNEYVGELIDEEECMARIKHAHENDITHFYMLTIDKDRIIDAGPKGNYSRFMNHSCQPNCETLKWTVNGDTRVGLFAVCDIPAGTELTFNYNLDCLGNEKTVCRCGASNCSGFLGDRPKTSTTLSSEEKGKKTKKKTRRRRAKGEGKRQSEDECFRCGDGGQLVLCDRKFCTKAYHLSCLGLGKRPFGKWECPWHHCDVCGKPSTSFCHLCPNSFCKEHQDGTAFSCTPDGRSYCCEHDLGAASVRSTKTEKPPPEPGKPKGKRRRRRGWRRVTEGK
# RTF Ca sens inh: cardiac RTF calcium desensitization. P19429+P45379. IANBD-labeled cardiac RTF, Ca2+ fluorescence. inhibition, % at 7.15 µM. hit rate 0.12% among 340,000. AID 493244;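 active = inhibition above the mean inhibition of all tested compounds plus 3 SD, cut at about 17% in these data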;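 also: assay run at fixed EC70 calcium of 1.6 mM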
# C-LANA FP: KSHV C-LANA DNA binding inhibition. hit rate 0.078% among 340,000. MBP-C-LANA/FAM-LBS DNA binding, fluorescence polarization. inhibition, % at 9 µM. AID 504423;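 active = highest replicate inhibition at or above 60% at 9 µM, even if other replicates fall short; inactive = all replicates below 60% inhibition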;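 also: 0% = neutral control wells and 100% = 4 µM acridine orange control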
# DAGLB inhibitor: blocks human DAGLB lipase activity. AID 504411. HEK293T DAGLB membrane lysate, EnzChek fluorogenic substrate. hit rate 0.059% among 340,000. inhibition, % at 5.17 µM; in the data active = inhibition above about 34%;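 also: 0% = enzyme with vehicle and 100% = wells lacking enzyme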
# V-ATPase pHluor: alters yeast V-ATPase proton transport | S. cerevisiae, pHLuorin cytosolic pH fluorescence | response, % at 10 µM | hit rate 0.37% among 350,000 | AID 504577; in the data active = response mostly above about 7.3%, no sharp cut-off; inactive = mostly below about 5.4%; also: actives read high; inactives centre near 0; some compounds called inactive have numbers as strong as hits; reference of the scale not given here
# Arrestin-AP2 inh: blocks beta-arrestin peptide binding to AP2 adaptin | FITC-arrestin peptide / GST-AP2 beads, flow cytometry; AP2 beta2 appendage carries R879A mutation | inhibition, % at 10 µM | hit rate 0.31% among 340,000;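 active = inhibition above a set limit, near 3 SD of compounds lacking own fluorescence, cut at about 54% in these data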;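 also: plate controls were DMSO wells for no effect and 5 µM unlabelled arrestin peptide for full effect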
#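 test system = AP2 appendage R879A on GSH beads | buffer or medium = PBS plus Tween 20 (0.05%) and BSA (0.1%) | incubation = 12 min plus 1 h, RT | detection = bead flow cytometry, FITC channel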
# Keap1 Nrf2 FP: inhibitors of human Keap1-Nrf2 protein-protein interaction; Keap1 Kelch-Nrf2 peptide fluorescence polarization, 1536-well; AID 504523; Q14145; hit rate 0.15% among 340,000; inhibition, % at 9.4 µM; in the data active = inhibition above about 12%;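 also: human Keap1 Kelch domain with fluorescein labeled Nrf2 9mer peptide probe; 0% = neutral control wells and 100% = peptide positive control; higher means more block of Keap1 binding to Nrf2 peptide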
# CAL PDZ FP-1: CAL PDZ (human) peptide binding inhibition. Q9HD26. purified CAL PDZ, TMR-peptide fluorescence polarization, 1 h. inhibition, % at 24.9 µM. hit rate 0.92% among 300,000. AID 602252;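 active = mean inhibition of at least 30% with at least half of replicates also reaching 30%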;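 also: 0% = DMSO neutral control and 100% = excess unlabeled competitor peptide PRC23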
# CAL PDZ FP-2: inhibitors of human CAL PDZ peptide binding; inhibition, % at 20 µM; AID 504414; purified CAL PDZ, TMR-peptide fluorescence polarization, 1 h; Q9HD26; hit rate 0.02% among 330,000;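 active = highest replicate inhibition of at least 40%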;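 also: plate controls were DMSO neutral control wells for no effect and unlabeled competitor peptide control wells for full effect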
#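 Material: tagged CAL PDZ domain; buffer or medium: 25 mM sodium phosphate pH 7.4, 150 mM NaCl, TCEP, IgG, Thesit; compound dosing: single point, 20 µM; schedule: 1 h incubation at room temperature before polarization reading; measured by: FP readout, S and P plane fluorescence; read-out basis: percent inhibition from loss of millipolarization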
# DSG3 Ab inh: human desmoglein-3 autoantibody binding inhibition | binding (percent of control), % at 10 µM | hit rate 0.48% among 310,000 | AID 588358 | DSG3-coupled beads, scFv-anti-DSG3-GFP binding, flow cytometry; hits give low values | P32926;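 active = binding more than 3 SD below its plate's average and above zero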;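 also: hits lower antibody fragment binding to DSG3; some compounds called inactive have numbers as strong as hits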
# Active calls of the source: *; . = no result given. The list is partial; rates above refer to the full screens.
# Short keys: A = NSD2 inh; B = RTF Ca sens inh; C = C-LANA FP; D = DAGLB inhibitor; E = V-ATPase pHluor; F = Arrestin-AP2 inh; G = Keap1 Nrf2 FP; H = CAL PDZ FP-1; I = CAL PDZ FP-2; J = DSG3 Ab inh
Cc1[nH]c2nc3ccccc3n2c(=O)c1CCC(C)C
  A: .	B: -5	C: -1.5	D: -2	E: -4	F: 5	G: -4	H: .	I: -1.5	J: 95
Cc1occc1-c1nnc(SCc2nnc(-c3ccc(Cl)cc3)o2)n1C
  A: 1	B: -4	C: 2.3	D: 0	E: -5	F: 2	G: -6	H: -1	I: .	J: 104
O=C(Nc1cc(C2CC2)nn1-c1ccccc1)c1ccc(F)cc1
  A: .	B: -15	C: -3.4	D: 0	E: -3	F: 1	G: 0	H: -4	I: 2.4	J: 102
CCc1c(C)nc2ccc(Br)cc2c1Cl
  A: -5	B: -8	C: 0.6	D: -2	E: -2	F: 11	G: -2	H: .	I: -0.4	J: 92
COCCCN1CCN(C2Cc3ccccc3Sc3ccc(Cl)cc32)CC1 (stereo not given)
  A: 1	B: -9	C: -0.9	D: -1	E: 1	F: 7	G: -7	H: 1	I: -2.2	J: 140
Cc1ccc(-n2nc(C(=O)O)cc2-c2ccccc2Cl)cc1
  A: 1	B: 1	C: 0.7	D: 0	E: -1	F: -15	G: -1	H: 6	I: -2.5	J: 99
O=Cc1cc2ccccc2nc1SCc1ccc(Cl)cc1
  A: 33	B: -1	C: 2.0	D: -4	E: -1	F: 24	G: 0	H: -4	I: 1.5	J: 101
Cc1cccc(C)c1NC(=O)CN(C)CC(=O)N(C)CC(=O)Nc1ccccc1Br
  A: -2	B: 6	C: -0.4	D: 2	E: -2	F: -3	G: -4	H: 0	I: -1.0	J: 103
CC(=O)Nc1ccc(/C=N\NC(=O)CNS(=O)(=O)c2ccc([N+](=O)[O-])cc2)cc1
  A: -1	B: -4	C: 0.7	D: 0	E: -4	F: 3	G: 4	H: -2	I: -2.5	J: 85
CC(C)C(=O)Nc1ccc(Sc2ccc(F)cc2)cc1
  A: -4	B: 1	C: -0.3	D: -7	E: 1	F: 8	G: -4	H: 0	I: -3.6	J: 99
CSc1nc(N)c2cn[nH]c2n1
  A: -1	B: 1	C: 4.2	D: 0	E: 3	F: 3	G: -5	H: 0	I: -0.2	J: 121
CCCCCCCn1c(=N)n(CC(O)c2ccco2)c2ccccc21 (stereo not given)
  A: 8	B: -11	C: 0.2	D: 2	E: 2	F: 3	G: -9	H: -1	I: -1.1	J: 170
O=C(CS(=O)(=O)c1ccccc1)Nc1nc(-c2ccccc2)cs1
  A: 1	B: 3	C: 1.1	D: 3	E: 4	F: 17	G: -3	H: .	I: -1.6	J: 96
C#CC(=O)N(c1ccc(OC)cc1OC)C(C(=O)NC1CCCC1)c1cccs1 (stereo not given)
  A: 36	B: -5	C: -0.7	D: -2	E: -1	F: 19	G: -49	H: 4	I: 0.4	J: 141
CCN(C1CCCCC1)S(=O)(=O)c1cn(C)c(=O)n(C)c1=O
  A: .	B: -7	C: 0.0	D: 0	E: 3	F: 21	G: -3	H: -4	I: -0.3	J: 100
O=c1[nH]c(CSc2ccccn2)nc2c1cnn2-c1ccccc1
  A: 0	B: 2	C: 1.1	D: -1	E: 2	F: -2	G: -2	H: 0	I: -2.3	J: 97
COc1ccc(-c2nnn(CC(=O)NCc3ccccc3)n2)cc1OC
  A: -1	B: -8	C: -1.4	D: -1	E: 0	F: -4	G: -9	H: 0	I: -1.9	J: 122
CC(C)c1ccc2nc3sc(C(=O)N4CCc5ccccc5C4)c(N)c3cc2c1
  A: -1	B: -6	C: -0.4	D: -5	E: 2	F: -4	G: 0	H: -2	I: -0.6	J: 107
CN(C(=O)c1cccc(NC(=O)Cc2cccc(NC(=O)C3CCCN(C(=O)CCc4ccccc4)C3)c2)c1)C1CCC1 (stereo not given)
  A: .	B: -6	C: -2.1	D: -2	E: -1	F: -2	G: 2	H: -6	I: 0.5	J: 106
CCCCc1cc(=O)oc2cc(C)cc(OCC(=O)NC(Cc3ccc(Cl)cc3)C(=O)O)c12 (stereo not given)
  A: .	B: 1	C: -0.1	D: 7	E: 6	F: 4	G: -2	H: 1	I: 0.4	J: .
Cc1ccc2c(CN3CCN(Cc4ccccc4)CC3)cc(=O)oc2c1C
  A: 4	B: -8	C: -1.2	D: -4	E: 2	F: -2	G: -2	H: -1	I: -0.7	J: 92
Cc1c(Br)c([N+](=O)[O-])nn1CC(=O)Nc1sc2c(c1C(=O)OC(C)C)CCCC2
  A: -4	B: -7	C: 0.6	D: 0	E: -3	F: -3	G: -2	H: 0	I: -0.1	J: 120
CCn1c(SCC(=O)Nc2ccc(C(C)=O)cc2)nc2nc3c(cc2c1=O)CCCC3
  A: 1	B: -5	C: 0.2	D: -1	E: 2	F: 1	G: 0	H: .	I: -3.2	J: 102
CC(C)(OC(=O)c1ccc(C(F)(F)F)cc1)c1cc2ccccc2c(=O)o1
  A: .	B: 5	C: 1.2	D: -9	E: -4	F: 0	G: 2	H: 5	I: 0.8	J: 101
N#Cc1cc(-c2ccccc2)nc(Oc2ccccc2)n1
  A: -2	B: -4	C: 2.1	D: -18	E: 1	F: 8	G: -3	H: 1	I: -1.6	J: 106
Cc1cc(OCC(=O)OCC(=O)NC2CCS(=O)(=O)C2)ccc1Cl (stereo not given)
  A: 6	B: .	C: .	D: 0	E: 2	F: .	G: .	H: .	I: .	J: 108
O=C1[C@@H]2[C@@H]3C[C@@H]([C@H]4ON=C(c5ccc(Cl)cc5)[C@@H]34)[C@@H]2C(=O)N1C1CCCCC1
  A: -2	B: -4	C: -1.3	D: -12	E: 3	F: 1	G: 4	H: -4	I: 0.0	J: 99
COc1ccc(C(=O)CNc2ccccc2C#N)cc1
  A: 1	B: -7	C: 0.1	D: 3	E: 9.3*	F: 39	G: -2	H: 1	I: -2.7	J: 100
COc1ccc(NC(=O)NCc2ccccn2)c(OC)c1
  A: .	B: -1	C: 0.0	D: 1	E: -4	F: -3	G: -2	H: 4	I: 0.5	J: 103
COCCCNC(=O)c1cc(S(=O)(=O)N2CCOCC2)ccc1SCc1cccc(OC)c1OC
  A: 4	B: -1	C: -1.0	D: 0	E: 0	F: -25	G: 2	H: -3	I: .	J: 90

# An excerpt from above, limited to CAL PDZ FP-2 and CAL PDZ FP-1:
compound	CAL PDZ FP-2	CAL PDZ FP-1
CCn1c(SCC(=O)Nc2ccc(C(C)=O)cc2)nc2nc3c(cc2c1=O)CCCC3	-3.2	.
CC(C)(OC(=O)c1ccc(C(F)(F)F)cc1)c1cc2ccccc2c(=O)o1	0.8	5
N#Cc1cc(-c2ccccc2)nc(Oc2ccccc2)n1	-1.6	1

# The listing continues:
# Short keys: A = NSD2 inh; B = RTF Ca sens inh; C = C-LANA FP; D = DAGLB inhibitor; E = V-ATPase pHluor; F = Arrestin-AP2 inh; G = Keap1 Nrf2 FP; H = CAL PDZ FP-1; I = CAL PDZ FP-2; J = DSG3 Ab inh
CCOc1ccc2[nH]c(=O)c(C(c3nnnn3CC3CCCO3)N3CCc4ccccc4C3)cc2c1 (stereo not given)
  A: 3	B: -8	C: 0.9	D: 4	E: -2	F: -1	G: 0	H: -1	I: -0.9	J: .
COCCCNC(=O)Cn1nc(-c2ccccc2OC)ccc1=O
  A: 7	B: 5	C: 0.4	D: 1	E: -2	F: -13	G: -1	H: 0	I: 0.0	J: 108
CCN(CC)S(=O)(=O)c1ccc2c(c1)nc(SCc1nc3ccsc3c(=O)[nH]1)n2CC
  A: -1	B: -2	C: -0.3	D: 2	E: 0	F: 1	G: 0	H: 1	I: -5.2	J: 106
Cc1nnnn1CC(=O)Nc1cccc([N+](=O)[O-])c1
  A: -3	B: -6	C: 0.1	D: -1	E: 0	F: 14	G: 1	H: -1	I: -1.0	J: 113
O=S(=O)(/N=C(/Nc1ccc(F)c(F)c1F)c1ccccc1)c1ccccc1
  A: -3	B: 3	C: -0.3	D: -4	E: -7	F: 32	G: 1	H: 15	I: -0.7	J: 98
CC(C)(C)c1ccc(CNc2ccc([N+](=O)[O-])cn2)cc1
  A: 0	B: 5	C: -0.7	D: -4	E: 3	F: -1	G: 4	H: -2	I: -0.1	J: 95
CCn1c(/C=C/c2ccc(F)cc2)nc2ccccc2c1=O
  A: -3	B: -4	C: -0.2	D: -5	E: -2	F: 36	G: 1	H: .	I: -0.8	J: 100
COc1ccc(Cl)cc1CN1CCOCC1
  A: 24	B: 7	C: -0.3	D: -1	E: -3	F: 24	G: -4	H: -1	I: -0.2	J: .
C=CCN(c1ccccc1)S(=O)(=O)c1cccc(C(=O)NCC2CCCO2)c1 (stereo not given)
  A: -1	B: 4	C: -0.5	D: 0	E: -1	F: 22	G: 5	H: 0	I: -2.1	J: 96
COCc1nnc(NC(=O)CSc2ccccc2)s1
  A: 0	B: -7	C: -1.3	D: 3	E: 4	F: 1	G: 2	H: 0	I: -4.8	J: 103
O=C(CSCc1ccccc1)NNC(=S)Nc1cccc(Cl)c1Cl
  A: 0	B: 1	C: -1.2	D: 9	E: -4	F: 8	G: -4	H: 1	I: -0.5	J: .
O=C(CCNS(=O)(=O)c1ccc2ccccc2c1)NCCOc1ccccc1
  A: 1	B: -3	C: 1.2	D: -2	E: 0	F: 3	G: -6	H: -2	I: -2.9	J: 98
CCn1c(SCC(=O)NC2CC2)nnc1-c1ccncc1
  A: 2	B: -11	C: -0.3	D: -1	E: 2	F: 33	G: -3	H: -1	I: -1.5	J: .
O=C(CC(C(=O)N1CCc2ccccc21)n1ccnc1)NCC1CCCO1 (stereo not given)
  A: 0	B: -7	C: -0.4	D: 1	E: -2	F: -15	G: -5	H: .	I: -2.7	J: 99
CCCC(=O)c1c[nH]c(C(=O)NCc2ccco2)c1
  A: 0	B: -4	C: 0.4	D: -1	E: -3	F: 1	G: -3	H: .	I: -0.4	J: 101
COc1cccc(Cn2c(=O)ccc3ccccc32)c1
  A: 0	B: -10	C: -0.2	D: 0	E: 4	F: -7	G: -6	H: -2	I: -3.4	J: 90
O=C(NC1CCCc2ccccc21)c1cccc(Br)c1 (stereo not given)
  A: 2	B: -2	C: 1.6	D: -6	E: -2	F: -7	G: -8	H: -3	I: -0.4	J: 96
CC1CCCC(NC(=O)COC(=O)/C=C/c2ccc3c(c2)OCO3)C1C (stereo not given)
  A: -1	B: 4	C: 1.1	D: -1	E: 0	F: -8	G: -1	H: -2	I: -1.7	J: 96
CC(C)c1ccc(S(=O)(=O)N2CCN(CCC(=O)Nc3ccc(N(C)C)cc3)CC2)cc1
  A: .	B: -9	C: -2.1	D: 0	E: 0	F: -10	G: -2	H: -2	I: -0.2	J: .
O=C(NCCS(=O)(=O)c1ccc(Br)cc1)c1c(F)cccc1F
  A: 0	B: -1	C: 0.0	D: 0	E: 3	F: -5	G: -3	H: -2	I: -2.6	J: 120
COc1ccc(S(=O)(=O)NC(CC(C)C)C(=O)NC(C)c2cccs2)cc1 (stereo not given)
  A: -4	B: -15	C: -1.4	D: 2	E: -5	F: 5	G: -4	H: -2	I: -1.6	J: .
Cc1ccc(S(=O)(=O)NC2CCCCCC2)cc1
  A: -2	B: -1	C: -0.9	D: -2	E: 2	F: 8	G: -1	H: 0	I: 0.0	J: 128
